PL synth Enamine: blocks phospholipid synthesis in CHO cells, Enamine compounds. actives 0.4% (n = 20,000). ZR-82 CHO cells, pyrene fatty acid UV survival, CellTiter Blue; peroxisome-deficient CHO-K1 mutant line; plus DGAT-1, DGAT-2 and ACAT inhibitors. calls only at 10 µM. AID 1347385;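 active = cell survival signal 2 SD away from solvent-only control wells, confirmed on one or two retests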;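 also: 3 h compound exposure then viability read about one day after UV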
Calls only; i = inactive; + = active, no number. An excerpt; count on the stated rates, not on these rows.

SMILES	PL synth Enamine
CCOc1cc2c(cc1/C=C/c1noc(C)c1[N+](=O)[O-])OC(C)C2 (stereo not given)	i
CCOC(=O)N1CCN(S(=O)(=O)c2ccc(C)s2)CC1	i
CNc1nc(CC(C)=O)ns1	i
Cc1ccc2c(Cl)cc(Cl)c(OS(=O)(=O)c3cc([N+](=O)[O-])ccc3Cl)c2n1	i
Cc1cc(C(=O)CSc2nn3c(=O)c(C(C)(C)C)nnc3s2)c(C)n1C	i
Oc1c(C(Nc2ccccn2)c2ccc3c(c2)OCO3)ccc2cccnc12 (stereo not given)	i
CN1CCN(C(c2ccc(Cl)cc2Cl)c2cc(Cl)c3cccnc3c2O)CC1 (stereo not given)	i
C=CCn1c(SC(C)C(=O)c2c(N)n(C)c(=O)n(C)c2=O)nnc1-c1ccoc1C (stereo not given)	i
CNC(=S)N/N=C/c1cc(OC)c(OC)cc1OC	i
O=C(Nc1ccc(I)cc1)Nc1ccc(Cl)c(Cl)c1	i
Cc1ccc(-n2nnnc2Sc2cc(C)nc3ncnn23)c(C)c1	i
Cc1nn(-c2ccc(Cl)c(Cl)c2)c2c1CN1CN2Cc2c(C)nn(-c3ccc(Cl)c(Cl)c3)c21	i
NC(=O)NC(=O)CSc1nc(N)cc(=O)[nH]1	i
Cc1nc(SCC(=O)NCC2CCCO2)c2c(C)c(C)sc2n1 (stereo not given)	i
O=C(O)CC1C=CS(=O)(=O)C1 (stereo not given)	i
Oc1ccc(N2CCN(c3nnnn3-c3ccccc3)CC2)cc1	i
O=S1(=O)NC(=NCc2ccccn2)c2ccccc21	i
CNc1snc(C)c1C(=O)OC(C)C(=O)NC1CCCCC1 (stereo not given)	i
C=CCN1C(=O)C(=O)N(Cc2cc3c(cc2Br)OCO3)C1=O	i
S=C(NCC1CCCO1)N1CCN(C(=S)NCC2CCCO2)CC1 (stereo not given)	i
O=C(CSc1ccc2c(c1)OCCCO2)NN1C(=O)NC2(CCCCC2)C1=O	i
COc1cc(-c2nnc(CSc3ccc4ccccc4n3)o2)cc(OC)c1OC	i
C(=N\Nc1ccc(N2CCOCC2)nn1)/C1=C(N2CCOCC2)C(=C/c2ccccc2)/CC1	i
O=S1(=O)CCC(N2CCN(c3ncnc4sccc34)CC2)C1 (stereo not given)	i
C=CCN(CC=C)C(=O)CN1C(=O)NC2(CCCCC2)C1=O	i
c1ccc2sc(Sc3ncnc4sccc34)nc2c1	i
CCSc1nnc(NC(=O)Cn2nc(C)c([N+](=O)[O-])c2C)s1	i
S=C(NCc1ccc2c(c1)OCO2)NCc1ccc2c(c1)OCO2	i
O=c1cc(CSc2nnc(-c3cccnc3)o2)c2cc3c(cc2o1)CCC3	i
COc1ccc(C2=NNC(=NC3CC3)SC2)cc1Br	i
Cc1cc(C(=O)NNC(=O)C2CCCC2)c(C)o1	i
Cc1[nH]c2ccccc2c1N=Nc1ccc2c(c1)OCO2	+
NC(=O)c1c(NC(=O)CSc2nnc(-c3cccs3)n2C2CC2)sc2c1CCC2	i
CSCCCNC(=S)NNC(N)=O	i
C=CCNC(=S)Nc1ccc(F)cc1Cl	i
O=c1cc(CSc2ccc(Cl)cc2)nc2nc[nH]n12	i
CN(C)/N=C/C=C1\CC/C(=C\c2ccc(F)cc2)C1=O	i
Nc1ccc(Cl)c(S(=O)(=O)N2CCOCC2)c1	i
CCOC(=O)C(C(=O)OCC)C(NC(=O)OC)C(Cl)(Cl)Cl (stereo not given)	i
c1ccc([P+](Cc2ccccc2C[P+](c2ccccc2)(c2ccccc2)c2ccccc2)(c2ccccc2)c2ccccc2)cc1	i
CNC(=S)NCC(c1ccco1)N1CCCCC1 (stereo not given)	i
Clc1cccc(Cl)c1Nc1nc(-c2ccccc2)cs1	i
CN=C(NC)SCc1c(C)cc(C(C)(C)C)cc1C	i
O=C(Cn1nnc(-c2cccs2)n1)c1ccc(Cl)s1	i
CC(C1CC2CCC1C2)n1c(COc2ccccc2F)n[nH]c1=S (stereo not given)	i
CC(C)c1ccc(S(=O)(=O)N(C)C2CCS(=O)(=O)C2)cc1 (stereo not given)	i
CC1CC(C)(C)CC2(C1)NC(=O)N(CC(=O)NCCC(=O)N1CCCC1)C2=O (stereo not given)	i
S=c1cc(-c2ccccc2)sc2ccccc12	i
CCOC(=O)c1c(C)[nH]c(C(=O)COC(=O)c2ccc(C)s2)c1C	i
CCC(C)C(NC(N)=O)C(=O)O (stereo not given)	i
CNS(=O)(=O)c1ccc(SCCO)c([N+](=O)[O-])c1	i
CC1c2cccn2CCN1S(=O)(=O)c1cc(Br)ccc1Br (stereo not given)	i
CCN(CC(O)COCCC12CC3CC(CC(C3)C1)C2)C1CCCCC1 (stereo not given)	i
O=C(Cc1ccsc1)OCC(=O)C12CC3CC(CC(C3)C1)C2	i
O=C(/C=C/c1nc2ccccc2s1)OC1CCOC1=O (stereo not given)	i
O=C(Nc1nccs1)C1=CC=CN2CCS(=O)(=O)N=C12	i
O=S(=O)(Nc1ccc2c(c1)OCO2)c1cc(Cl)cc(Cl)c1	i
Nc1ccc(S(=O)(=O)Nc2cc([N+](=O)[O-])ccc2O)cc1	i
OCC1CCCN(c2nc(CN3CCOCC3)nc3sc4c(c23)CCCC4)C1 (stereo not given)	i
COc1cc(NC(=O)Nn2cnnc2)cc(OC)c1OC	i
Remaining list, next part
SMILES	PL synth Enamine
Cc1[nH]c2ccccc2c1C1=CN2CCS(=O)(=O)N=C2S1	i
O=C(Cn1cnc([N+](=O)[O-])n1)N1CCCC1	i
Cc1nn(CC(=O)c2cc(C)n(CC3CCCO3)c2C)c(C)c1[N+](=O)[O-] (stereo not given)	i
O=C1C(=O)N(CN2CCCC2c2cccs2)c2ccc(F)cc21 (stereo not given)	i
O=c1c2c3c(sc2nc2n1CCCCC2)CCCC3	i
Cc1occc1-c1nnc(SCc2nc(-c3cccs3)no2)n1C	i
Brc1ccc2cc(Oc3cnccn3)ccc2c1	i
O=S(=O)(Nc1nc2ccccc2nc1Sc1nnnn1-c1ccccc1)c1ccc(F)cc1	i
c1nc(SCCCCSc2ncnc3sc4c(c23)CCCC4)c2c3c(sc2n1)CCCC3	i
O=C(OCc1nc2ccccc2c2ccccc12)C1COc2ccccc2O1 (stereo not given)	i
O/C(=C\c1ccc2ccccc2n1)c1ccc(O)cc1O	i
O=C1NC2(CCCCCC2)C(=O)N1CCS(=O)(=O)Oc1ccc(Br)cc1	i
CCOC(=O)c1c(C)[nH]c(C(=O)OC(C)C(N)=O)c1C (stereo not given)	i
CCOC(=O)C1=C(COC(=O)C2=CC=CN3CCS(=O)(=O)N=C23)NC(=O)NC1c1ccco1 (stereo not given)	i
OC1(c2ccc(OC(F)F)cc2)C[N+]2=C(CCCCC2)N1c1ccc(Br)cc1 (stereo not given)	i
C=C(Br)Cn1cnc2cc(C)c(C)cc21	i
S=c1[nH]nc(Cc2cccs2)n1C1CC1	i
COC(=O)CSC1=NC(C)=NC(=O)C1=P(c1ccccc1)(c1ccccc1)c1ccccc1	i
C(=N\Nc1nc2ccccc2[nH]1)/c1c(-c2ccccc2)[nH]c2ccccc12	i
Brc1ccc2[nH]cc(C=Nc3ccc(N4CCOCC4)cc3)c2c1	i
Cc1ccc(C(=O)OC2CCOC2=O)s1 (stereo not given)	i
CN(C)S(=O)(=O)c1cc(N)ccc1Cl	i
CCOC(=O)c1c(CC(C)C)csc1N	i
O=C(Cn1nnc(-c2ccc(Br)cc2)n1)c1ccc2c(c1)OCO2	i
O=C(O)C1CSC2(CCCCC2)N1 (stereo not given)	i
CNC(=S)NNc1ncc(C(F)(F)F)cc1Cl	i
O=C(OCC(=O)C12CC3CC(CC(C3)C1)C2)c1ncc(Cl)c(Cl)c1Cl	i
Cn1c(SCc2nc3ccsc3c(=O)[nH]2)nnc1C1CC1	i
CC(C)N=c1scc(-c2ccc(-c3ccccc3)cc2)n1/N=C/c1c[nH]c2ccccc12	i
NCCSc1nc2ccccc2[nH]1	i
O=[N+]([O-])c1cc2c(c(COc3ccc(Cl)cc3)c1)OCOC2	i
CC(=O)OCC1OC(OC(C)=O)C(NC(=O)C(C)C)C(OC(C)=O)C1OC(C)=O (stereo not given)	i
CCCCn1c(N)c(N(CCC(C)C)C(=O)C2CCCC2)c(=O)[nH]c1=O	i
CCC(C)NC(=S)Nc1cc(C)cc(C)c1 (stereo not given)	i
Ic1ccccc1/C=N/n1cnnc1	i
COc1ccc(OCCOc2ccc(C)nc2[N+](=O)[O-])cc1	i

Entries listed so far containing a tert-butyl group (two):
SMILES	PL synth Enamine
Cc1cc(C(=O)CSc2nn3c(=O)c(C(C)(C)C)nnc3s2)c(C)n1C	i
CN=C(NC)SCc1c(C)cc(C(C)(C)C)cc1C	i

(next part)
SMILES	PL synth Enamine
C(=N\n1c(-c2ccccc2)csc1=NCCc1ccccc1)/c1ccccn1	i
Cc1nc(SCC(=O)Nc2sc3c(c2C(N)=O)CCC3)c2c3c(sc2n1)CCC3	i
Nc1c(C(=O)CSc2nnnn2C2CCCCC2)c(=O)[nH]c(=O)n1C1CC1	i
C=CCn1c(-c2ccc(Cl)cc2Cl)n[nH]c1=S	i
Nc1c(S(=O)(=O)c2ccccc2)c2nc3ccccc3nc2n1-c1ccc(Oc2ccccc2)cc1	i
Fc1ccc(-c2nnc(SCc3cc(Cl)c4c(c3)OCCO4)o2)cc1	i
Nc1ccccc1SCc1cn2ccccc2n1	i
Fc1ccc(-c2ccc(C=Nc3c(F)c(F)c(F)c(F)c3F)[nH]2)cc1	i
CC(=O)c1sc2nc(CSc3nnc(C4CC4)o3)[nH]c(=O)c2c1C	i
Oc1[nH]c2ccccc2c1N=NC1=NCCCCC1	i
O=S(=O)(c1ccccc1)c1nc(N2CCCc3ccccc32)sc1Cl	i
O=c1c(Oc2ccccc2)coc2cc(O)ccc12	i
CN(C)/C=N/n1cnc2sc3c(c2c1=O)CCCC3	i
CC(=O)N1N=C(c2cccs2)CC1c1sccc1C (stereo not given)	i
Cc1ccc(C2(O)C[n+]3ccccc3N2C(C)C)cc1 (stereo not given)	i
CCCC(CCC)=NNc1ncnc2sc(C)c(C)c12	i
CC(OC(=O)C1=COCCO1)C(=O)NC1CCCCC1 (stereo not given)	i
c1ccc2oc(SCCCCSc3nc4ccccc4o3)nc2c1	i
Fc1ccc(NC(=S)NNc2ccnc3cc(Cl)ccc23)cc1	i
O=C1Nc2ccccc2C12OCCO2	i
COc1ccc2c(=O)c(-c3cscn3)c(C(F)(F)F)oc2c1	i
FC(F)(F)c1cc(Cl)c2nc(C34CC5CC(CC(C5)C3)C4)cn2c1	i
Cc1cc(C(=O)CN2C(=O)C(=O)N(CCC3=CCCCC3)C2=O)c(C)n1CC1CCCO1 (stereo not given)	i
COc1ccccc1N1CC(O)(c2ccc(OC(F)F)cc2)[N+]2=C1SCCC2 (stereo not given)	i
Cn1c(N)c(C(=O)Cn2cc(S(=O)(=O)N3CCCC3)ccc2=O)c(=O)n(C)c1=O	i
Cc1ccc(S(=O)(=O)N(CCS(=O)(=O)OCC(F)(F)C(F)F)CCS(=O)(=O)OCC(F)(F)C(F)F)cc1	i
CCN(Cc1ccc2c(c1)OCCO2)S(=O)(=O)c1c(C)noc1C	i
Cc1nc2scc(-c3cccs3)c2c(=S)[nH]1	i
CC1(C)OC(=O)C(=C2C3C4CC5C3C(=C3C(=O)OC(C)(C)OC3=O)C3C2C4C53)C(=O)O1 (stereo not given)	i
Clc1ccc2nc(CSc3ccccn3)cn2c1	i
NS(=O)(=O)c1ccc2c3c(cccc13)C(=O)N2	i
Cc1noc(C)c1CC(=O)N1CCN(C(=O)c2ccco2)CC1	i
CCN1C(=Cc2cc(C)[n+](CCOC)c(C)c2)Sc2ccccc21	i
O=C(CSc1nc2sc3c(c2c(=O)[nH]1)CCC3)NCCO	i
C=CCn1c(SCC(=O)c2c(N)n(C3CC3)c(=O)[nH]c2=O)nnc1C1CCS(=O)(=O)C1 (stereo not given)	i
CCCc1cc(=O)[nH]c(SC2c3cccc4cccc(c34)C2NS(=O)(=O)c2ccccc2)n1 (stereo not given)	i

A draw from above in order of length of the SMILES, rising:
SMILES	PL synth Enamine
O=C1Nc2ccccc2C12OCCO2	i
Clc1ccc2nc(CSc3ccccn3)cn2c1	i
Cc1nc2scc(-c3cccs3)c2c(=S)[nH]1	i
CC(OC(=O)C1=COCCO1)C(=O)NC1CCCCC1 (stereo not given)	i
NS(=O)(=O)c1ccc2c3c(cccc13)C(=O)N2	i
Fc1ccc(NC(=S)NNc2ccnc3cc(Cl)ccc23)cc1	i
O=C(CSc1nc2sc3c(c2c(=O)[nH]1)CCC3)NCCO	i
Cc1noc(C)c1CC(=O)N1CCN(C(=O)c2ccco2)CC1	i
COc1ccc2c(=O)c(-c3cscn3)c(C(F)(F)F)oc2c1	i
CCN1C(=Cc2cc(C)[n+](CCOC)c(C)c2)Sc2ccccc21	i
FC(F)(F)c1cc(Cl)c2nc(C34CC5CC(CC(C5)C3)C4)cn2c1	i
COc1ccccc1N1CC(O)(c2ccc(OC(F)F)cc2)[N+]2=C1SCCC2 (stereo not given)	i
Cn1c(N)c(C(=O)Cn2cc(S(=O)(=O)N3CCCC3)ccc2=O)c(=O)n(C)c1=O	i
CCCc1cc(=O)[nH]c(SC2c3cccc4cccc(c34)C2NS(=O)(=O)c2ccccc2)n1 (stereo not given)	i
C=CCn1c(SCC(=O)c2c(N)n(C3CC3)c(=O)[nH]c2=O)nnc1C1CCS(=O)(=O)C1 (stereo not given)	i
CC1(C)OC(=O)C(=C2C3C4CC5C3C(=C3C(=O)OC(C)(C)OC3=O)C3C2C4C53)C(=O)O1 (stereo not given)	i
Cc1ccc(S(=O)(=O)N(CCS(=O)(=O)OCC(F)(F)C(F)F)CCS(=O)(=O)OCC(F)(F)C(F)F)cc1	i

More compounds follow:
SMILES	PL synth Enamine
CCCn1c(N)c(N(CCOC)C(=O)C(CC)CC)c(=O)[nH]c1=O	i
CC(C)(C)OC(=O)NCCCC(=O)O	i
O=P(O)(Cc1ccccc1)Cc1ccccc1	i
C=CCn1c(SCC(=O)NCC2CCCO2)nc2sc3c(c2c1=O)CCCC3 (stereo not given)	i
Cc1nn(CC(=O)NC2CCCCC2)c(C)c1S(=O)(=O)NC(C)(C)C	i
COc1ccc(S(=O)(=O)n2nnc3ccccc32)c2ccccc12	i
CS(=O)(=O)c1ccc(NS(=O)(=O)c2cccc(Br)c2)cc1	i
NS(=O)(=O)c1ccc(NCCCn2ccnc2)c([N+](=O)[O-])c1	i

Compound activity (PubChem BioAssay)
